# From PubChem BioAssay
# PPC-1+TRAIL kill = compounds killing PPC-1 cancer cells with TRAIL present, primary screen, TRAIL potentiator project, ATPLite luminescence, uHTS; AID 1443, 2008; 0.41% of 220,000 active; PPC-1 cells + TRAIL, ATPLite viability luminescence; cell killing (% activity), % at 4 µM;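 active means cell killing above 50% in the first pass at 4 µM, then a duplicate retest at 5 µM averaging 50% or more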;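 further: plate controls were cells with TRAIL plus DMSO for no effect and medium-only wells lacking cells for full effect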
# Mdm2 ligase inh = MDM2-luciferase reporter signal enhancers, primary screen, MDM2 E3 ligase inhibitor project, cell-based, luminescence, 1536-well. E3 ubiquitin-protein ligase Mdm2 (Homo sapiens), Q00987. cell-based MDM2 ubiquitination luciferase reporter, 2 h; 0 = plate control, 100 = twice control, blank-subtracted. signal enhancement, % at 5 µM. 0.11% of 210,000 active. AID 1230, 2008;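 active means signal enhancement of 30% or more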;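 further: luminescence tracks abundance of the self-degrading MDM2-luciferase fusion protein; higher signal means inhibition of MDM2 E3 ligase activity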
# Target sequence (Q00987 whole entry, looked up, the tested form may be a part): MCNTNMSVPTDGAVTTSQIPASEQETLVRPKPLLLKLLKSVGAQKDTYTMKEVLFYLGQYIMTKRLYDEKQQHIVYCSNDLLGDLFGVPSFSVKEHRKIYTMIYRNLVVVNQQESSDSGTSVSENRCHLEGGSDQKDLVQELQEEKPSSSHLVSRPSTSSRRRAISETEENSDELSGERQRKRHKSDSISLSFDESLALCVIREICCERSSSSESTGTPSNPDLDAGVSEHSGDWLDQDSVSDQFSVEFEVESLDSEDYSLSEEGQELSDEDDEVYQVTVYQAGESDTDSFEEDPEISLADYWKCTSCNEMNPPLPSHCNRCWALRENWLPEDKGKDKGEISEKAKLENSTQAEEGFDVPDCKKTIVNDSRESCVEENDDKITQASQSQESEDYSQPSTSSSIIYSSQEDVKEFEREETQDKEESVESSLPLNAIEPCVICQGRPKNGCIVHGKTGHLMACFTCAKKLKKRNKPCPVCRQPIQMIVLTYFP
#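 System: stable MDM2–luciferase fusion reporter cells / Input: 2000 cells seeded into each well / Schedule: 4 h settle plus 2 h compound, 37 °C / Compound: single-point 5 µM / Buffer or medium: cells held in DMEM / Benchmarks: control and blank well means / Evaluation: percent signal gain over controls, blank-subtracted / Measured by: luciferase luminescence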
# CHOP inh = inhibitors of CHOP promoter induction, primary screen, cell-based, unfolded protein response, luciferase reporter. 3.8% of 220,000 active. CHO-K1 CHOP-promoter luciferase, tunicamycin-induced, 15-18 h. inhibition, % at 10 µM;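 active means compounds that reduced the stress-induced luciferase reporter signal by more than about 70% of percent inhibition, limit read from the data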;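 further: 0% = tunicamycin plus vehicle and 100% = wells without tunicamycin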
# EBV gp42 block = Epstein-Barr virus gp42 inhibitors, primary screen, biochemical, uHTS, fluorescence polarization; Glycoprotein 42 (Epstein-Barr virus (strain AG876)), Q1HVG2; Fluorescence polarization binding assay, mP read-out; inhibition, % (tested at 21.74 µM); 0.42% of 220,000 active; AID 1085, 2008; in the data active means inhibition above about 50%
# Target sequence (Q1HVG2 whole entry, looked up): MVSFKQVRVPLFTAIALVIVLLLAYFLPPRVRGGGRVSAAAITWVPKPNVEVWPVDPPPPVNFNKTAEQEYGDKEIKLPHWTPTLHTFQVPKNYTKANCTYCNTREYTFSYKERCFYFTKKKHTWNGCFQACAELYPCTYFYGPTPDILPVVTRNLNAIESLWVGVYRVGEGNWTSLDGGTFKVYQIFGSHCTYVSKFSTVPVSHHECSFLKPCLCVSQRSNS
# Runt-SMMHC FRET = inhibitors of RUNX1 Runt–CBFb-SMMHC binding, primary screen, biochemical, FRET, Cerulean-Runt, Venus-CBFb-SMMHC, uHTS; Runt-related transcription factor 1 (Homo sapiens) + Core-binding factor subunit beta …; Cerulean-Runt/Venus-CBFb-SMMHC FRET ratio 530/480, 1 h; inhibition, % at 20 µM; 0.74% of 220,000 active; AID 1434, 2008;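 active means mean inhibition across duplicate retests at 20 µM reaching about 50%, limit read from the data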;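 further: 0% = DMSO wells and 100% = wells with excess untagged CBFb-SMMHC; inhibitors lower the FRET ratio by blocking Runt binding to CBFb-SMMHC; some results filed as inactive read as strong as hits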
# TNF necrop inh = inhibitors of TNF-alpha triggered necroptosis, primary screen, cell-based, Jurkat FADD-/-, single concentration. 0.068% of 220,000 active. Jurkat FADD-/- TNF necroptosis rescue, ATP luminescence, 24 h; 0 = TNF only, 100 = no-TNF cells. activation (protection from cell death), % at 10 µM;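 active means activation, meaning protection from cell death, of at least 50% relative to plate controls; inactive means activation below 50%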;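 further: necroptosis triggered by 40 ng/mL TNF-alpha added together with compound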
# NCF1 inh = p47phox/p22phox peptide binding inhibitors, primary screen, biochemical, uHTS, NADPH oxidase regulatory subunit | AID 1274, 2008 | fluorescence polarization, 2 h | inhibition, % at 24.7 µM | 0.53% of 220,000 active | Neutrophil cytosol factor 1 (Homo sapiens), P14598;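 active means inhibition above about 30%, limit read from the data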;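 further: 0% = p47phox with labelled peptide and 100% = labelled peptide alone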
# TRPML3 ag = human TRPML3 channel agonists, primary screen, cell-based, HEK293 TRPML3-YFP, Fluo-8 calcium fluorescence, 3 µM. Mucolipin-3 (Homo sapiens), Q8TDD5. 100% = the carbachol control signal. activation, % at 3 µM. 0.29% of 220,000 active;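 active means activation above its plate's cutoff, the mean activation of the plate's test wells plus 3 SD, cut at about 12% in these data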;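 further: 0% = DMSO only wells and 100% = carbachol wells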
#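 Test system: TRPML3-YFP stable HEK293 cells. Doses: single point at 3 µM. Incubation: dye loading 1 h 37 °C then 30 min ambient, 125 s read. Signal: Fluo-8 calcium dye fluorescence, ex 470-495, em 515-575 nm. Measure: percent activation from peak-to-basal fluorescence ratio, scaled between DMSO and carbachol.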
# TRPN1 ag = zebrafish TRPN1 channel agonists, primary screen, cell-based, HEK293, calcium fluorescence | transient receptor potential cation channel N1 (TRPN1/NompC), Danio rerio | HEK293 zebrafish TRPN1-YFP, Fluo-8 calcium fluorescence; 100% = response to 87 µM carbachol | activation, % at 3 µM | 0.18% of 220,000 active;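 active means activation above its plate's cutoff, the mean activation of test wells on that plate plus 3 SD, cut at about 19% in these data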;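 further: 0% = DMSO alone and 100% = 87 µM carbachol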
#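 System: zebrafish TRPN1-YFP in HEK293 cells / Dosing: 3 µM single point / Timing: dye loading 1 h at 37 °C, then 30 min room temperature / Signal: Fluo-8 calcium fluorescence, excitation 470-495 nm, emission 515-575 nm / Read-out basis: percent activation from peak over basal fluorescence ratio, control-normalized / Control set: high carbachol 87 µM, low DMSO alone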
# An asterisk follows results filed as active; . = no result given.
# Short forms: A = PPC-1+TRAIL kill; B = Mdm2 ligase inh; C = CHOP inh; D = EBV gp42 block; E = Runt-SMMHC FRET; F = TNF necrop inh; G = NCF1 inh; H = TRPML3 ag; I = TRPN1 ag
Cc1ccc(C2CC(C(F)(F)F)n3ncc(C(N)=O)c3N2)cc1 (centres undefined)
  A: 6 | B: 0 | C: 19 | D: -8 | E: -2 | F: -2.3 | G: -4 | H: -0.6 | I: -1.7

O=C(NC1CCCCCC1)C(=S)NCCc1ccccc1
  A: 7 | B: -7 | C: 26 | D: -28 | E: -3 | F: 2.4 | G: -5 | H: -0.6 | I: 0.8

Cc1cc(NC(=O)CCc2ccc(C)o2)no1
  A: -1 | B: -2 | C: -2 | D: -8 | E: 2 | F: 4.1 | G: -14 | H: 0.0 | I: 0.9

Cc1n[nH]c(C)c1C(=O)CC1(O)C(=O)N(CCc2ccccc2)c2ccc(Cl)cc21 (centres undefined)
  A: 16 | B: -11 | C: -8 | D: -2 | E: 0 | F: -0.5 | G: -16 | H: 1.5 | I: 2.0

COc1ccc(C)cc1NC1=C(Cl)C(=O)N(C2CCCCC2)C1=O
  A: 5 | B: -10 | C: 35 | D: 0 | E: -6 | F: -5.0 | G: -4 | H: 1.5 | I: -0.4

COc1cc(CC(CC(=O)O)CC(C)OCc2ccccc2)cc(OC)c1 (centres undefined)
  A: 8 | B: -8 | C: 40 | D: -7 | E: 3 | F: 0.9 | G: -2 | H: 1.0 | I: 0.9

COc1ccc(/C=C(/C#N)c2cccnc2)cc1OC
  A: 6 | B: . | C: 23 | D: -6 | E: 2 | F: -1.2 | G: 2 | H: 0.5 | I: -0.2

Cc1ccccc1/C=N/NC(=O)Cc1ccc(Cl)cc1
  A: 18 | B: -19 | C: -23 | D: 0 | E: 3 | F: -0.2 | G: -1 | H: 0.7 | I: -0.3

Cc1nn2c(N3CCOCC3)c3c(nc2c1-c1ccccc1)CCCC3
  A: -5 | B: 0 | C: 72* | D: 13 | E: -3 | F: -12 | G: -3 | H: 1.0 | I: 0.5

COc1ccc(/C=C/C(=O)Nc2c(C)nn(C)c2C)cc1COc1ccc(Cl)cc1Br
  A: -11 | B: 5 | C: 5 | D: 10 | E: 11 | F: -1.8 | G: 4 | H: 0.1 | I: 0.1

COC(=O)c1ccc(Oc2nc(NC(C)(C)C)nc(N3CCOCC3)n2)cc1
  A: 0 | B: -16 | C: 15 | D: -5 | E: 2 | F: 3.9 | G: -3 | H: 0.2 | I: -1.1

COC(=O)/C(=C/c1cccc([N+](=O)[O-])c1)NC(=O)c1ccc(OC)cc1
  A: 30 | B: -11 | C: -24 | D: 0 | E: 2 | F: 3.5 | G: -3 | H: -0.8 | I: -0.9

Cc1ccc(C2=N/C(=C\c3cccnc3)C(=O)O2)cc1
  A: 16 | B: 4 | C: 21 | D: -22 | E: -19 | F: -1.4 | G: -3 | H: 0.5 | I: -1.0

CCSc1nc2c(c(=O)n1Cc1ccccc1)SC(C)C2 (centres undefined)
  A: 1 | B: -2 | C: 46 | D: -5 | E: 1 | F: -0.4 | G: 6 | H: -1.0 | I: -0.7

COc1ccccc1CNS(=O)(=O)c1c(C)[nH]c(=O)[nH]c1=O
  A: 0 | B: -42 | C: 3 | D: -3 | E: 2 | F: 0.3 | G: 14 | H: 0.3 | I: -0.8

# The closing two compounds of the part above are carried over, then new ones follow.
# Values run as follows: PPC-1+TRAIL kill, Mdm2 ligase inh, CHOP inh, EBV gp42 block, Runt-SMMHC FRET, TNF necrop inh, NCF1 inh, TRPML3 ag, TRPN1 ag
CCSc1nc2c(c(=O)n1Cc1ccccc1)SC(C)C2 (centres undefined)
→ 1, -2, 46, -5, 1, -0.4, 6, -1.0, -0.7
COc1ccccc1CNS(=O)(=O)c1c(C)[nH]c(=O)[nH]c1=O
→ 0, -42, 3, -3, 2, 0.3, 14, 0.3, -0.8
CCOCCn1cnc2sc(C(=O)NCC(=O)OCC)c(C)c2c1=O
→ 21, -3, 10, -12, 0, 1.4, -6, 1.4, 0.8
Cc1ccc(S(=O)(=O)C2(S(=O)(=O)c3ccc(C)cc3)CCCC2)cc1
→ 15, -8, ., -15, 2, -11, -5, -0.9, -0.8
CC(=O)N(C)c1ccc(NC(=S)Nc2ccccc2)cc1
→ 6, 1, -48, 5, -2, -1.3, 2, 0.7, -0.6
COc1cc(C2C(=O)N(C3CCCC3)CC(=O)N2Cc2ccco2)ccc1OC(C)C (centres undefined)
→ 22, 6, -19, -7, 2, -1.7, -7, 0.9, 0.0
O=C(NCc1ccco1)c1cc(S(=O)(=O)N2CCOCC2)ccc1Cl
→ 8, -4, 10, -10, -5, 0.7, -8, 0.6, 1.3
CN(C)C=NC(=O)c1ccc(N2CCN(c3ncc(C(F)(F)F)cc3Cl)CC2)cc1
→ -3, 1, 52, -17, -6, -1.4, 0, 0.8, 2.1

# Of the compounds above, 2 contain two or more sulfur atoms.
# Values run as follows: PPC-1+TRAIL kill, Mdm2 ligase inh, CHOP inh, EBV gp42 block, Runt-SMMHC FRET, TNF necrop inh, NCF1 inh, TRPML3 ag, TRPN1 ag
CCSc1nc2c(c(=O)n1Cc1ccccc1)SC(C)C2 (centres undefined)
→ 1, -2, 46, -5, 1, -0.4, 6, -1.0, -0.7
Cc1ccc(S(=O)(=O)C2(S(=O)(=O)c3ccc(C)cc3)CCCC2)cc1
→ 15, -8, ., -15, 2, -11, -5, -0.9, -0.8

# Laid out differently: results already given.
Compound,PPC-1+TRAIL kill,Mdm2 ligase inh,CHOP inh,EBV gp42 block,Runt-SMMHC FRET,TNF necrop inh,NCF1 inh,TRPML3 ag,TRPN1 ag
O=C(NCc1ccco1)c1cc(S(=O)(=O)N2CCOCC2)ccc1Cl,8,-4,10,-10,-5,0.7,-8,0.6,1.3
CN(C)C=NC(=O)c1ccc(N2CCN(c3ncc(C(F)(F)F)cc3Cl)CC2)cc1,-3,1,52,-17,-6,-1.4,0,0.8,2.1
